Screens (PubChem)
zfTRPN1 agonist = zebrafish TRPN1 channel agonists, primary screen, cell-based, HEK293, calcium fluorescence. transient receptor potential cation channel N1 (TRPN1/NompC), Danio rerio. HEK293 zebrafish TRPN1-YFP, Fluo-8 calcium fluorescence; 100% = response to 87 µM carbachol. activation, % at 3 µM. 220,000 tested, 0.18% active;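 active = activation above its plate's cutoff, the mean activation of test wells on that plate plus 3 SD, cut at about 19% in these data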;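 also: 0% = DMSO alone and 100% = 87 µM carbachol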
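Material: zebrafish TRPN1-YFP in HEK293 cells. Doses: one dose of 3 µM, 0.3% DMSO. Incubation: dye 1 h 37 °C plus 30 min RT. Measured by: intracellular calcium fluorescence with Fluo-8.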
TRPML3 agonist = human TRPML3 channel agonists, primary screen, cell-based, HEK293 TRPML3-YFP, Fluo-8 calcium fluorescence, 3 µM. Mucolipin-3 (Homo sapiens), Q8TDD5. 100% = the carbachol control signal. activation, % at 3 µM. 220,000 tested, 0.29% active. AID 1448, 2008;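 active = activation above its plate's cutoff, the mean activation of the plate's test wells plus 3 SD, cut at about 12% in these data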;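 also: 0% = DMSO only wells and 100% = carbachol wells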
Target sequence (Q8TDD5 whole entry, looked up): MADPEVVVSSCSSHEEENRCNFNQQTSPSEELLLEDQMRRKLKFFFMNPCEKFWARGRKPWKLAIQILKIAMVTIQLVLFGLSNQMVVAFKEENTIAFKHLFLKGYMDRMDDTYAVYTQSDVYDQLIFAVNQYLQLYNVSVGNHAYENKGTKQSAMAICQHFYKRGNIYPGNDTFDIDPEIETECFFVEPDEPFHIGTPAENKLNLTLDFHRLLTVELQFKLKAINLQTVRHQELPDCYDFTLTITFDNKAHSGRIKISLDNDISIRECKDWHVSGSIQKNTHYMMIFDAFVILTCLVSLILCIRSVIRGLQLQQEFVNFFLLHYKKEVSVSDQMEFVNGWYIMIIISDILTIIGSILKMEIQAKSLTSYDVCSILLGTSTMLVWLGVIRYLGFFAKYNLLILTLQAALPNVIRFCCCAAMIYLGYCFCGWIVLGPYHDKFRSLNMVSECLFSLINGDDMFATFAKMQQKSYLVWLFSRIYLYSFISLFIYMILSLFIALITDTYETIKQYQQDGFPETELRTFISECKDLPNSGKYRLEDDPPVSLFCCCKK
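Test system: TRPML3-YFP stable HEK293 cells. Doses: single point at 3 µM. Incubation: dye loading 1 h 37 °C then 30 min ambient, 125 s read. Signal: Fluo-8 calcium dye fluorescence, ex 470-495, em 515-575 nm. Measure: percent activation from peak-to-basal fluorescence ratio, scaled between DMSO and carbachol.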
PPC-1+TRAIL kill = compounds killing PPC-1 cancer cells with TRAIL present, primary screen, TRAIL potentiator project, ATPLite luminescence, uHTS. PPC-1 cells + TRAIL, ATPLite viability luminescence. cell killing (% activity), % at 4 µM. 220,000 tested, 0.41% active. AID 1443, 2008;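 active = cell killing above 50% in the first pass at 4 µM, then a duplicate retest at 5 µM averaging 50% or more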;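 also: plate controls were cells with TRAIL plus DMSO for no effect and medium-only wells lacking cells for full effect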
EP2 antag = human EP2 receptor antagonists, primary screen, TR-FRET cAMP, C6 glioma cells; AID 1422, 2008; Prostaglandin E2 receptor EP2 subtype (Homo sapiens), P43116; inhibition, % at 25 µM; 260,000 tested, 0.52% active; C6 glioma cells expressing human EP2; cells stimulated with saturating PGE2;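 active = percent inhibition above 40 after rounding to a whole number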;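 also: rat C6 glioma host cells with rolipram phosphodiesterase inhibitor present; the protocol text gives 20 µM as final concentration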
EP2 modulator = EP2 receptor modulators, cAMP readout, primary screen, cell-based, HTRF cAMP, PGE2 stimulation | induction, % at 25 µM | Prostaglandin E2 receptor EP2 subtype (Homo sapiens), P43116 | EP2-expressing cells, cAMP HTRF FRET, PGE2 co-stimulation | 260,000 tested, 0.83% active | AID 940, 2007;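 active = compounds whose cAMP rise, as percent of the full-agonist control response, exceeds 60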;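 also: rat C6 glioma line stably carrying human EP2 under a CMV promoter; the protocol text gives 20 µM as final concentration; 100% = response of wells given 1 µM PGE2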
NPY Y1 blocker = NPY-Y1 receptor antagonists, primary screen, cell-based. HEK293-CNG Y1 cells, membrane potential fluorescence; NPY at EC95, then isoproterenol. Neuropeptide Y receptor type 1 (Homo sapiens), P25929. inhibition, % at 3.6 µM. AID 1040, 2008. 200,000 tested, 1% active;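 active = inhibition above the campaign mean inhibition of all tested compounds plus 3 SD, cut at about 20% in these data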;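 also: 0% = DMSO wells given NPY plus isoproterenol and 100% = isoproterenol alone without NPY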
Target sequence (P25929 whole entry, looked up): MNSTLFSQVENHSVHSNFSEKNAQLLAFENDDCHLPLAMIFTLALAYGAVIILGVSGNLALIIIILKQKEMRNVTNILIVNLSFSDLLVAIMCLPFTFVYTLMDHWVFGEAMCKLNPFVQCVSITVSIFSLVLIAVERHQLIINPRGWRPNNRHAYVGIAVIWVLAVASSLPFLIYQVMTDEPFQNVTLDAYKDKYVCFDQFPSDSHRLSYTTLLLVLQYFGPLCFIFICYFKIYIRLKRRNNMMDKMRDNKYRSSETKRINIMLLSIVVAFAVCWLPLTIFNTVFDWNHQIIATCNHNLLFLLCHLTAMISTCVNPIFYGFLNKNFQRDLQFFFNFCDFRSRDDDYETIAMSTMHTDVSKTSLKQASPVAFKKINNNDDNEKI
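Benchmarks – high control isoproterenol alone, low control NPY with isoproterenol · Material – HEK293 Y1/CNG channel cell line · Times – dye 3 h, compound 60 min room temperature, stimulation 45 min · Probe or stimulus – NPY (25 nM), isoproterenol (1 µM), Ro 20-1724 (25 µM) · Evaluation – % inhibition of NPY effect · Signal – fluorescence, membrane potential probe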
14-3-3 Bad PPI = inhibitors of 14-3-3 zeta/Bad binding, primary screen, biochemical, TR-FRET, bovine 14-3-3 zeta | inhibition, % at 21.7 µM | AID 781, 2007 | 220,000 tested, 0.71% active | TR-FRET 14-3-3zeta/Dy647-pBad peptide displacement, 1 h;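 active = inhibition above about 70%, limit read from the data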;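 also: 0% = full 14-3-3 plus peptide FRET controls and 100% = background without 14-3-3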
CHOP inh = inhibitors of CHOP promoter induction, primary screen, cell-based, unfolded protein response, luciferase reporter. CHO-K1 CHOP-promoter luciferase, tunicamycin-induced, 15-18 h. inhibition, % at 10 µM. 220,000 tested, 3.8% active. AID 2732, 2010;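 active = compounds that reduced the stress-induced luciferase reporter signal by more than about 70% of percent inhibition, limit read from the data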;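 also: 0% = tunicamycin plus vehicle and 100% = wells without tunicamycin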
NPY1 pot ag = NPY-Y1 receptor potentiators or agonists, primary screen, cell-based. NPY-Y1 expressing cells, potentiator/agonist activation. Neuropeptide Y receptor type 1 (Homo sapiens), P25929. 220,000 tested, 0.37% active. AID 1304, 2008. activation, % at 3.6 µM; in the data active = activation above about 33%, passing the limit was not always enough;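 also: cells stimulated with NPY at EC10 then isoproterenol at EC100; 0% = low agonist plus stimulus and 100% = saturating agonist plus stimulus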
* hit, by the source's call; . = not tested or not shown; [ ] = remark or other dose.

SMILES | zfTRPN1 agonist | TRPML3 agonist | PPC-1+TRAIL kill | EP2 antag | EP2 modulator | NPY Y1 blocker | 14-3-3 Bad PPI | CHOP inh | NPY1 pot ag
CC1CCCCN1CCNC(=O)CC1Oc2ccccc2NC1=O (configuration not stated) | 0.9 | -0.7 | -6.4 | 15.1 | 5.1 | 1.1 | 4.1 | 9.7 | -4.4
Cn1c(NC(=O)Cc2cccs2)cc(=O)n(C)c1=O | 1.1 | 0.2 | 2.5 | 12.0 | 1.4 | -1.9 | 6.1 | -20.9 | -15.2
CCOC(=O)c1c(C)oc2cc(Br)c(OCC(N)=O)cc12 | 0.8 | 0.7 | 10.5 | 10.3 | -2.3 | -2.8 | 7.1 | -32.9 | -21.9
COc1ccccc1/C=C/C(=O)NCC(=O)N/N=C/c1ccccc1 | -0.6 | 0.1 | 3.1 | 8.7 | -27.9 | 6.1 | -8.8 | 5.0 | -14.2
Cc1ccc2sc(NNC(=O)C3COc4ccccc4O3)nc2c1C (configuration not stated) | -0.4 | 0.6 | -14.9 | . | -20.2 | 9.1 | 1.1 | -11.8 | -1.6
COc1ccc(-n2c(=O)/c(=C\c3cccs3)s/c2=C(/C#N)C(=O)NCCN2CCOCC2)cc1 | -0.6 | 0.8 | -20.2 | 7.5 | -0.2 | 3.6 | -5.9 | 6.6 | 10.5
COC(=O)c1cccc(NC(=O)Cc2ccccc2[N+](=O)[O-])c1C | -0.5 | -0.3 | 3.4 | 8.8 | -17.1 | 0.9 | -1.2 | -7.4 | -15.1
COCCCNC(=O)C(C#N)c1nc2ccccc2nc1N1CCCC1 (configuration not stated) | -0.4 | 0.8 | . | 11.8 | 34.7 | 3.5 | -0.7 | 26.9 | -0.3
O=C(CSc1nc(-c2ccco2)cc(C(F)(F)F)n1)NN1CCOCC1 | 1.5 | 0.6 | 11.9 | 8.0 | -6.4 | -2.4 | 1.2 | 5.1 | -5.6
COc1ccc(-c2cccc(C3CC=CC4C3C(=O)N(Cc3ccccc3)C4c3cc(C)ccc3F)c2)cc1 (configuration not stated) | . | . | 15.4 | 13.4 | 7.3 | . | -1.7 | 26.8 | .
COC(=O)NCc1cccc(CNC(=O)OC)c1 | 1.2 | 1.3 | -8.3 | 18.9 | 20.2 | -4.8 | 17.9 | -4.3 | -11.4
O=C(C1=C[C@@H](c2coc3ccccc3c2=O)C[C@@H](OCCCCO)O1)N1CCN(Cc2ccccc2)CC1 | -0.9 | -0.4 | 15.3 | 2.0 | -3.3 | 0.3 | -1.4 | 1.9 | -0.1
COC(=O)Cn1cc(C(=O)C(F)(F)F)c2ccccc21 | -0.7 | 0.4 | 1.2 | 9.8 | 4.2 | -1.8 | -6.7 | -11.7 | 11.9
CCOC(=O)c1c(NC(=O)COc2cccc3c2CCN(Cc2ccc(F)cc2)C3=O)sc2c1CCC2 | -0.2 | 0.9 | -12.0 | 6.0 | 31.2 | 1.2 | -0.5 | 15.0 | -8.4
Cc1ccc(-c2onc3ccc(Cl)cc23)cc1 | 1.2 | 1.3 | 22.8 | 14.2 | 51.5 | 2.9 | -4.7 | 64.1 | -25.3
Cc1nnc(N(C(=O)c2cnccn2)c2ccccc2)s1 | -0.9 | 0.1 | -2.1 | 15.9 | -1.6 | 5.4 | 9.3 | -3.8 | -2.8
COC(=O)CC[C@@H](C(=O)O)N1C(=O)c2ccccc2C1=O | 0.1 | 0.5 | 16.0 | 12.4 | 22.3 | 0.3 | 4.5 | 1.5 | -2.1
CC(=O)Nc1ccc(NC(=O)COC(=O)Cc2cccs2)cc1 | -0.1 | 1.0 | 9.2 | 14.6 | 5.2 | 4.6 | 0.5 | 8.2 | -9.4
Cc1noc(C(=O)Nc2c(C)n(C)n(-c3ccccc3)c2=O)c1Cl | 3.3 | 0.5 | 13.4 | 14.4 | -1.3 | 2.2 | 10.1[fluorescence artefact?] | 19.2 | 1.5
Cc1ccccc1C1c2[nH]c3ccccc3c2CCN1CCCn1cccn1 (configuration not stated) | -2.1 | -0.4 | 15.4 | 8.8 | 63.6* | 8.9 | -0.7 | 11.2 | -8.4
CCN(CC)CCCN=Cc1c(O)n(Cc2ccccc2)c(=O)c2ccccc12 | 1.8 | 1.0 | 18.8 | 13.9 | -39.8 | 2.6 | 0.8[fluorescence artefact?] | -15.7 | 0.2
O=S1(=O)c2cccc3cccc(c23)N1Cc1nnc(-c2ccccc2Br)o1 | 1.8 | 0.1 | 5.0 | 11.2 | 16.8 | 17.9 | -5.7[fluorescence artefact?] | 22.9 | -6.1
Cc1oc(-c2cccs2)nc1CN1CCN(CC(C)C)C(CCO)C1 (configuration not stated) | 0.3 | 0.7 | -4.2 | 4.2 | 9.0 | -1.8 | -17.2 | 20.4 | -7.5
O=C(NCc1ccccn1)c1ccc2ccccc2n1 | 1.0 | -0.1 | 3.4 | 15.5 | -6.0 | 3.7 | -3.9 | 7.0 | -8.2
NC(=O)c1c(NC(=O)Cn2cc([N+](=O)[O-])cn2)sc2c1CCCC2 | 0.6 | -0.2 | -7.8 | 3.9 | -63.2 | -0.4 | -1.5 | 3.3 | 8.6
CCOc1ccc(/C=C2/Sc3ccc(C(=O)N4CCN(C(=O)c5ccco5)CC4)cc3N(C)C2=O)cc1OC | 2.4 | 1.0 | 13.8 | 2.2 | -13.6 | 9.9 | -7.3 | 24.8 | -0.4
COc1ccc(C(=O)NCc2nnc(SCC(=O)Nc3cc(C)cc(C)c3)o2)cc1OC | 0.2 | 0.4 | 0.3 | 14.9 | -11.2 | -2.4 | -1.0 | 18.1 | -6.6
COC(=O)c1ccccc1NC(=S)NC(=O)C1CC1 | -0.8 | 0.3 | 5.4 | 6.3 | -52.6 | -4.0 | -8.4 | -1.9 | -4.4
COc1ccc(S(=O)(=O)Nc2nc3ccccc3nc2NCC2CCCO2)cc1 (configuration not stated) | 0.7 | -0.6 | -4.4 | 17.1 | 18.7 | . | 15.9 | 7.5 | 7.9
CCCCCC/C(=N\NS(C)(=O)=O)c1ccccc1 | -1.1 | 0.5 | -10.4 | 4.1 | 21.9 | 11.8 | 6.3[fluorescence artefact?] | 20.1 | -4.3
Cc1ccc(C2=NNC(=O)C(P(=O)(c3ccccc3)c3ccccc3)C2)cc1 (configuration not stated) | -0.8 | 0.4 | 8.8 | 12.2 | 29.9 | 2.8 | -12.3 | -4.9 | 17.4
CCc1cccc(N=c2c([N+](=O)[O-])nn(-c3ccc4c(c3)OCCO4)n2O)c1 | -0.3 | 0.5 | 11.3 | 6.5 | -52.8 | 6.7 | 0.4 | 29.7 | -8.3
CCSc1ncc(/C=N/Nc2ccc([N+](=O)[O-])cc2)n1C | 0.4 | 0.0 | 16.5 | 10.3 | 13.5 | -9.1 | 22.7 | 77.8* | 1.3
CCN1CCN(c2ncnc3c2nnn3Cc2ccccc2)CC1 | 0.0 | 0.2 | -4.7 | 22.7 | 7.9 | 5.0 | 5.8[fluorescence artefact?] | -12.2 | 15.2
Cc1ccc(S(=O)(=O)N(C)C)cc1NS(=O)(=O)c1ccc(Cl)s1 | -0.5 | 1.2 | 30.7 | 8.2 | 12.1 | 0.7 | -8.9 | 23.5 | 8.1
O=C(/C(C=Nc1ccc(F)cc1)=C(/O)c1ccco1)C(F)(F)F | -0.4 | 0.6 | 9.9 | 7.1 | 9.9 | -4.0 | 9.5 | 1.9 | 7.5
Cc1cc(=O)oc2cc(OCc3ccc(C(=O)OCC(=O)NC4CCS(=O)(=O)C4)cc3)ccc12 (configuration not stated) | -0.8 | -0.4 | 16.3 | 18.1 | -6.5 | . | 30.3 | -15.1 | 10.3
COc1ccc(N2CCN(C(c3cccs3)C(C)NC(=O)c3ccc4c(c3)OCO4)CC2)cc1 (configuration not stated) | 0.6 | 0.3 | 19.0 | 2.1 | -57.0 | 4.5 | -2.2 | 4.4 | 5.3
Clc1ccccc1-c1nn2c(COc3ccccc3)nnc2s1 | -1.3 | -0.6 | 25.3 | 10.6 | -10.6 | 11.2 | -3.8 | 22.8 | -44.0
O=C(CN1CCCc2ccccc21)Nc1ccccc1[N+](=O)[O-] | 0.1 | 0.0 | 21.0 | 6.5 | 55.1 | -0.2 | -14.1 | 40.6 | 15.7

Four entries picked at random from those above, as already listed:
SMILES | zfTRPN1 agonist | TRPML3 agonist | PPC-1+TRAIL kill | EP2 antag | EP2 modulator | NPY Y1 blocker | 14-3-3 Bad PPI | CHOP inh | NPY1 pot ag
CCN1CCN(c2ncnc3c2nnn3Cc2ccccc2)CC1 | 0.0 | 0.2 | -4.7 | 22.7 | 7.9 | 5.0 | 5.8[fluorescence artefact?] | -12.2 | 15.2
COc1ccc(N2CCN(C(c3cccs3)C(C)NC(=O)c3ccc4c(c3)OCO4)CC2)cc1 (configuration not stated) | 0.6 | 0.3 | 19.0 | 2.1 | -57.0 | 4.5 | -2.2 | 4.4 | 5.3
Clc1ccccc1-c1nn2c(COc3ccccc3)nnc2s1 | -1.3 | -0.6 | 25.3 | 10.6 | -10.6 | 11.2 | -3.8 | 22.8 | -44.0
CCSc1ncc(/C=N/Nc2ccc([N+](=O)[O-])cc2)n1C | 0.4 | 0.0 | 16.5 | 10.3 | 13.5 | -9.1 | 22.7 | 77.8* | 1.3

Later entries:
SMILES | zfTRPN1 agonist | TRPML3 agonist | PPC-1+TRAIL kill | EP2 antag | EP2 modulator | NPY Y1 blocker | 14-3-3 Bad PPI | CHOP inh | NPY1 pot ag
CN(c1ccc(OCC(=O)Nc2nc(-c3ccccc3)cs2)cc1)S(=O)(=O)c1ccc(F)cc1 | 0.6 | 1.9 | 0.7 | 10.5 | -55.4 | 20.0 | 3.2 | 15.2 | -4.0
N#Cc1c(-c2ccc(Cl)cc2)nc2n(c1=O)CCCS2 | 0.4 | 0.8 | 6.9 | 7.8 | 6.6 | 3.0 | -2.5 | 25.3 | -12.2
O=C(CSc1nc2ccccc2c(=O)n1-c1ccccc1)NCc1ccc2c(c1)OCO2 | -0.7 | 0.3 | -4.3 | . | 25.6 | 4.6 | . | 9.7 | 0.9
CC(C)CNC(=O)Cn1c(=O)c2c(ncn2CC(C)C)n(Cc2ccccc2)c1=O | 0.8 | 1.2 | -8.5 | 0.1 | 31.8 | 1.9 | 89.9* | 12.7 | -7.0

Not all compounds are listed. The share of hits here may be higher or lower than overall.
